GSTO1 counter: inhibitors of recombinant GSTO1, primary screen, counter-screen for RBBP9 inhibitor project, biochemical, fluorescence polarization; Glutathione S-transferase omega-1 (Homo sapiens), P78417; hit rate 1.1% among 300,000; activity-based probe fluorescence polarization; inhibition, % at 5.96 µM;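 active = inhibition above the campaign mean inhibition plus 3 SD, cut at about 35% in these data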;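 also: 0% = GSTO1-1 with DMSO and 100% = wells lacking GSTO1-1 enzyme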
PREPL inh: PREPL enzyme inhibitors, primary screen, biochemical, fluorescence polarization; recombinant PREPL, fluorescence polarization activity-based probe; Prolyl endopeptidase-like (Homo sapiens), Q4J6C6; inhibition, % at 5.96 µM; hit rate 0.68% among 320,000; in the data active = inhibition above about 43%;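 also: 0% = enzyme with DMSO and 100% = wells lacking enzyme; many of its hits are not listed in these tables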
Target sequence (Q4J6C6 whole entry, looked up): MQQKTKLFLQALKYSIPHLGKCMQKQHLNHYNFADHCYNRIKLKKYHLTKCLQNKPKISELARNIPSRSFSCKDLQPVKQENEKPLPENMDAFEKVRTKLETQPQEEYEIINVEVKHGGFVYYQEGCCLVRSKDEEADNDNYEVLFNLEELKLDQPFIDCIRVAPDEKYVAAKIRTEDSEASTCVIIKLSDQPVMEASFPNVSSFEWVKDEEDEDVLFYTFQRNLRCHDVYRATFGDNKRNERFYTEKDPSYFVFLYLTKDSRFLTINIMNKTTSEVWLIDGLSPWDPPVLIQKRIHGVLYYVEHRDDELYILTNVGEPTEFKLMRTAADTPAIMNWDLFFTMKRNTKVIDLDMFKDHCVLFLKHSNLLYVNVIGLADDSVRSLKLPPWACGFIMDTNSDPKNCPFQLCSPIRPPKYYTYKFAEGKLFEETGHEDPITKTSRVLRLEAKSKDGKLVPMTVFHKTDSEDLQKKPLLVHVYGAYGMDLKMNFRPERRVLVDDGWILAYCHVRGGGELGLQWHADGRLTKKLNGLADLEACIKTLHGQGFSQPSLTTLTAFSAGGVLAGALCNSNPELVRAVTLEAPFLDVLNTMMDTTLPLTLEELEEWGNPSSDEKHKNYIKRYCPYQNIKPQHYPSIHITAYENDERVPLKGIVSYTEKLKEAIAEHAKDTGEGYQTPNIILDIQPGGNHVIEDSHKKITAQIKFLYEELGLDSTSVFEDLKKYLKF
PAFAH1B3 inh: PAFAH1B3 enzyme inhibitors, primary screen, biochemical, fluorescence polarization, human; Platelet-activating factor acetylhydrolase IB subunit alpha1 (Homo sapiens), Q15102; recombinant PAFAH1B3, FP-rhodamine probe; inhibition, % at 3.39 µM; hit rate 0.28% among 340,000; AID 492972, 2010;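 active = inhibition above the screen-wide average of all tested compounds plus 3 SD, cut at about 25% in these data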;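 also: 0% = enzyme with DMSO only and 100% = wells lacking PAFAH1B3 protein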
LYPLA1 inh: LYPLA1 inhibitors, primary screen, counter-screen for PME1 inhibitor project, biochemical, fluorescence polarization, FP-Rh probe ABPP. inhibition, % at 5.9 µM. hit rate 0.16% among 320,000. recombinant LYPLA1. AID 2174, 2009. Acyl-protein thioesterase 1 (Homo sapiens), O75608;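 active = inhibition above the mean of all tested compounds plus 3 SD, set per campaign, cut at about 14% in these data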;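 also: inhibitors block serine hydrolase probe labeling of LYPLA1 so polarization falls; 0% = enzyme with DMSO and 100% = wells lacking LYPLA1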
PAD4 inh: human PAD4 inhibitors, primary screen, biochemical, fluorescence polarization, 1536-well format; Protein-arginine deiminase type-4 (Homo sapiens), Q9UM07; recombinant PAD4, RCA probe fluorescence polarization; inhibition, % at 6.36 µM; hit rate 0.41% among 330,000; AID 485272, 2010;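 active = percent inhibition above a cutoff equal to the mean of all tested compounds plus 3 SD, cut at about 15% in these data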;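 also: 0% = PAD4 with RCA probe and DMSO and 100% = probe without PAD4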
ZTA DNA inh: counter-screen for EBNA-1 inhibitors: inhibitors of Epstein-Barr virus ZTA. P03206. AID 2234. inhibition, % at 11 µM. hit rate 0.15% among 320,000. ZTA-DNA binding, fluorescence polarization; in the data active = inhibition above about 33%
PAFAH2 FP inh: PAFAH2 enzyme inhibitors, primary screen, biochemical, fluorescence polarization, human; Platelet-activating factor acetylhydrolase 2, cytoplasmic (Homo sapiens), Q99487; recombinant PAFAH2, FP-rhodamine activity probe; inhibition, % at 3.39 µM; hit rate 0.99% among 340,000;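 active = inhibition above the mean over all tested compounds plus 3 SD, cut at about 30% in these data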;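 also: inhibitors block probe labeling of enzyme so polarization drops; 0% = enzyme with DMSO and 100% = wells lacking PAFAH2 protein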
LYPLA2 counter: LYPLA2 inhibitors, primary screen, counter-screen for PME1 inhibitor project, biochemical, fluorescence polarization, FP-Rh probe ABPP. Acyl-protein thioesterase 2 (Homo sapiens), O95372. recombinant LYPLA2. inhibition, % at 5.9 µM. hit rate 0.38% among 320,000. AID 2177, 2009;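 active = inhibition above the screen-wide mean plus 3 SD, limit set per campaign, cut at about 26% in these data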;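 also: 0% = LYPLA2 with DMSO and 100% = wells lacking LYPLA2 enzyme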
Target sequence (O95372 whole entry, looked up): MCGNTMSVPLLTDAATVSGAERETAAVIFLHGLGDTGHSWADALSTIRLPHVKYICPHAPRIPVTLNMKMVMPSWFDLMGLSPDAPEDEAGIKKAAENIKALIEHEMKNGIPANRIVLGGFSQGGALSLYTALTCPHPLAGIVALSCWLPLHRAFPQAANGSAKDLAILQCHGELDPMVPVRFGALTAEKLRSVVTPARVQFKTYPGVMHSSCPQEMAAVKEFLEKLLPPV
EBNA-1 inh: EBNA-1 DNA-binding inhibitors, primary screen, biochemical, fluorescence polarization; inhibition, % at 14.8 µM; AID 1950, 2009; hit rate 0.34% among 300,000; in the data active = inhibition above about 28%
Numbers without * were called inactive. The list is partial; count on the stated rates, not on these rows.

How did CC(=O)NC1(c2cccc(F)c2)CCN(C(=O)Nc2ccc(C#N)cc2)CC1 do in these assays?
GSTO1 counter: -3; PREPL inh: 13; PAFAH1B3 inh: 6; LYPLA1 inh: 5; PAD4 inh: -1; ZTA DNA inh: 15; PAFAH2 FP inh: -6; LYPLA2 counter: 6; EBNA-1 inh: 7

Results for CCOc1ccc(-n2nc(C(=O)NCCOC)c3ccccc3c2=O)cc1 ?
GSTO1 counter: 0; PREPL inh: 9; PAFAH1B3 inh: 8; LYPLA1 inh: 2; PAD4 inh: 8; ZTA DNA inh: 7; PAFAH2 FP inh: 3; LYPLA2 counter: 3; EBNA-1 inh: 6

Results for C=CCOC(=O)C1=C[C@@H](c2ccc(Br)cc2)C[C@@H](OCCCCO)O1 ?
GSTO1 counter: -1; PREPL inh: 7; PAFAH1B3 inh: -1; LYPLA1 inh: 1; PAD4 inh: 0; ZTA DNA inh: 0; PAFAH2 FP inh: -10; LYPLA2 counter: 0; EBNA-1 inh: 6

What do the screens show for `COc1ccccc1C(=O)Nc1ccnn1C1CCN(CCCc2ccccc2)CC1`?
GSTO1 counter: -1; PREPL inh: -17; PAFAH1B3 inh: 9; LYPLA1 inh: 0; PAD4 inh: -2; ZTA DNA inh: -3; PAFAH2 FP inh: 11; LYPLA2 counter: 6; EBNA-1 inh: -2

How did CCNc1c2c(nc3ccccc13)CC(C)(C)CC2=O do in these assays?
GSTO1 counter: 4; PREPL inh: 18; PAFAH1B3 inh: -2; LYPLA1 inh: 0; PAD4 inh: -1; ZTA DNA inh: -6; PAFAH2 FP inh: 2; LYPLA2 counter: 2; EBNA-1 inh: -4

How did CN(C)CCCNC(=O)C(=O)NCC1CCCO1 (stereo unspecified) do in these assays?
GSTO1 counter: 6; PREPL inh: -14; PAFAH1B3 inh: 3; LYPLA1 inh: 0; PAD4 inh: -2; ZTA DNA inh: -1; PAFAH2 FP inh: -4; LYPLA2 counter: 0; EBNA-1 inh: 1

Results for O=C(Nc1cccc(O)c1)c1cccc(C(=O)Nc2cccc(O)c2)c1 ?
GSTO1 counter: -7; PREPL inh: -1; PAFAH1B3 inh: 0; LYPLA1 inh: -11; PAD4 inh: -7; ZTA DNA inh: -3; PAFAH2 FP inh: -6; LYPLA2 counter: -10; EBNA-1 inh: -12

What do the screens show for `COc1ccc(/C=N/N=C2\SC(CC(=O)O)C(=O)N2c2ccccc2)c(OC)c1` (stereo unspecified)?
GSTO1 counter: -1; PREPL inh: -5; PAFAH1B3 inh: -3; LYPLA1 inh: 2; PAD4 inh: -2; ZTA DNA inh: -6; PAFAH2 FP inh: 2; LYPLA2 counter: -3; EBNA-1 inh: -5

How did COc1ccc(NC(=O)COC(=O)c2cc(C)oc2C)c([N+](=O)[O-])c1 do in these assays?
PREPL inh: 3; PAFAH1B3 inh: 5; LYPLA1 inh: 0; PAD4 inh: -2; ZTA DNA inh: 4; PAFAH2 FP inh: 14; LYPLA2 counter: -3

What do the screens show for `C=CCn1c(SCC(N)=O)nnc1-c1cc(Br)ccc1O`?
GSTO1 counter: 22; PREPL inh: 3; PAFAH1B3 inh: 7; LYPLA1 inh: 4; PAD4 inh: 2; ZTA DNA inh: -8; PAFAH2 FP inh: 1; LYPLA2 counter: -1; EBNA-1 inh: -8

How did CCOc1ccc(CN2C(=O)CCC2(C)C(=O)NCc2cccnc2)cc1 (stereo unspecified) do in these assays?
GSTO1 counter: -9; PREPL inh: -8; PAFAH1B3 inh: -1; LYPLA1 inh: 2; PAD4 inh: -3; ZTA DNA inh: -1; PAFAH2 FP inh: 0; LYPLA2 counter: 0; EBNA-1 inh: -10

Results for CC(c1ccccn1)N(CCN(C)C)C(=S)Nc1ccccc1F (stereo unspecified) ?
GSTO1 counter: -6; PREPL inh: -3; PAFAH1B3 inh: 0; LYPLA1 inh: 0; PAD4 inh: -2; ZTA DNA inh: -7; PAFAH2 FP inh: -9; LYPLA2 counter: 2; EBNA-1 inh: 3

What do the screens show for `CCCc1cc(C(=O)Nc2nccs2)cs1`?
GSTO1 counter: 0; PREPL inh: -8; PAFAH1B3 inh: -9; LYPLA1 inh: -4; PAD4 inh: -4; ZTA DNA inh: -4; PAFAH2 FP inh: -1; LYPLA2 counter: -6; EBNA-1 inh: 5

How did CC(C)CCNC(=O)NC(=O)COc1ncnc2sccc12 do in these assays?
GSTO1 counter: -1; PREPL inh: 6; PAFAH1B3 inh: 6; LYPLA1 inh: 2; PAD4 inh: -2; ZTA DNA inh: -6; PAFAH2 FP inh: 8; LYPLA2 counter: 3; EBNA-1 inh: 6

Results for O=C(c1cccc(-c2nnc(-c3ccccc3)o2)c1)N1CCCCCC1 ?
GSTO1 counter: 2; PREPL inh: -10; PAFAH1B3 inh: 9; LYPLA1 inh: -5; PAD4 inh: -2; ZTA DNA inh: -1; PAFAH2 FP inh: -2; LYPLA2 counter: -7; EBNA-1 inh: 3

How did CCCC(CCC(=O)Nc1ccc(S(N)(=O)=O)cc1)C(=O)O (stereo unspecified) do in these assays?
GSTO1 counter: 1; PREPL inh: 8; PAFAH1B3 inh: 0; LYPLA1 inh: 0; PAD4 inh: 0; ZTA DNA inh: -2; PAFAH2 FP inh: -1; LYPLA2 counter: -5; EBNA-1 inh: -2

What do the screens show for `Cc1ccc(-c2nnn(CCC(=O)N3CCCCC3C)n2)cc1` (stereo unspecified)?
GSTO1 counter: 3; PREPL inh: 23; PAFAH1B3 inh: 2; LYPLA1 inh: 2; PAD4 inh: -1; ZTA DNA inh: -7; PAFAH2 FP inh: -1; LYPLA2 counter: 5; EBNA-1 inh: -10

What do the screens show for `COc1ccc(NC(=O)CN2C(=O)C(C)SC(C)C2=O)c(OC)c1` (stereo unspecified)?
GSTO1 counter: 12; PREPL inh: 7; PAFAH1B3 inh: 6; LYPLA1 inh: -2; PAD4 inh: -7; ZTA DNA inh: -14; PAFAH2 FP inh: 11; LYPLA2 counter: -10; EBNA-1 inh: 0

Results for CCc1ccc(/C=C2/Sc3ccccc3N(CC(=O)NCCCN3CCOCC3)C2=O)cc1 ?
GSTO1 counter: 10; PREPL inh: 18; PAFAH1B3 inh: 6; LYPLA1 inh: -4; PAD4 inh: -8; ZTA DNA inh: 4; PAFAH2 FP inh: 11; LYPLA2 counter: -6; EBNA-1 inh: 8

What do the screens show for `Cc1ccc(-c2n[nH]c(=S)n2/N=C/c2ccncc2)cc1`?
GSTO1 counter: -6; PREPL inh: 0; PAFAH1B3 inh: 2; LYPLA1 inh: 2; PAD4 inh: 1; ZTA DNA inh: -11; PAFAH2 FP inh: 2; LYPLA2 counter: 4; EBNA-1 inh: -3

What do the screens show for `N#Cc1c(NC(=O)CSc2nnc(-c3ccccc3)o2)sc2c1CCCC2`?
GSTO1 counter: -3; PREPL inh: 14; PAFAH1B3 inh: 3; LYPLA1 inh: -3; PAD4 inh: 7; ZTA DNA inh: 10; PAFAH2 FP inh: -4; LYPLA2 counter: -2; EBNA-1 inh: -2

Results for CCCC12CN3CC(CCC)(CN(C1)C3c1ccco1)C2=O (stereo unspecified) ?
GSTO1 counter: 4; PREPL inh: -7; PAFAH1B3 inh: 3; LYPLA1 inh: 1; PAD4 inh: -2; ZTA DNA inh: 8; PAFAH2 FP inh: 8; LYPLA2 counter: 5; EBNA-1 inh: 7

What do the screens show for `CN(CC(=O)NC1CC1)S(=O)(=O)c1ccc(Br)cc1`?
GSTO1 counter: -2; PREPL inh: 7; PAFAH1B3 inh: -1; LYPLA1 inh: 1; PAD4 inh: -2; ZTA DNA inh: 2; PAFAH2 FP inh: -2; LYPLA2 counter: 4; EBNA-1 inh: -7

How did Cn1c2ccccc2c2cc(/C=N/NC(=O)c3ccc(N)cc3)ccc21 do in these assays?
GSTO1 counter: -10; PREPL inh: 34; PAFAH1B3 inh: 12; LYPLA1 inh: -1; PAD4 inh: 0; ZTA DNA inh: -12; PAFAH2 FP inh: -5; LYPLA2 counter: -3; EBNA-1 inh: -7

Filtered by structure: the entries above with a furan ring, fused or not.
How did COc1ccc(NC(=O)COC(=O)c2cc(C)oc2C)c([N+](=O)[O-])c1 do in these assays?
PREPL inh: 3; PAFAH1B3 inh: 5; LYPLA1 inh: 0; PAD4 inh: -2; ZTA DNA inh: 4; PAFAH2 FP inh: 14; LYPLA2 counter: -3

Results for CCCC12CN3CC(CCC)(CN(C1)C3c1ccco1)C2=O (stereo unspecified) ?
GSTO1 counter: 4; PREPL inh: -7; PAFAH1B3 inh: 3; LYPLA1 inh: 1; PAD4 inh: -2; ZTA DNA inh: 8; PAFAH2 FP inh: 8; LYPLA2 counter: 5; EBNA-1 inh: 7

Following part:
How did COc1ccc(-n2c(SCC(=O)NCC3CCCO3)nc3n[nH]c(C)c3c2=N)cc1 (stereo unspecified) do in these assays?
GSTO1 counter: -7; PREPL inh: 22; PAFAH1B3 inh: 3; LYPLA1 inh: -1; PAD4 inh: -7; ZTA DNA inh: 0; PAFAH2 FP inh: -6; LYPLA2 counter: -5; EBNA-1 inh: -7

Results for CCOC(=O)C(C)(C)N(Cc1ccc(Cl)cc1)S(=O)(=O)c1ccc(Cl)c([N+](=O)[O-])c1 ?
GSTO1 counter: 65*; PREPL inh: 2; LYPLA1 inh: 0; PAD4 inh: 1; ZTA DNA inh: -13; LYPLA2 counter: 3; EBNA-1 inh: 6

What do the screens show for `CCc1cccc(C)c1NC(=O)c1cc(C)oc1C`?
GSTO1 counter: 4; PREPL inh: 7; PAFAH1B3 inh: -4; LYPLA1 inh: 0; PAD4 inh: 1; ZTA DNA inh: 2; PAFAH2 FP inh: 0; LYPLA2 counter: 5; EBNA-1 inh: -6

What do the screens show for `Nc1cc(C(=O)OCC(=O)NCc2ccc(F)cc2)ccc1Cl`?
GSTO1 counter: 5; PREPL inh: -4; PAFAH1B3 inh: 11; LYPLA1 inh: -3; PAD4 inh: -3; ZTA DNA inh: -7; PAFAH2 FP inh: 55*; LYPLA2 counter: -2; EBNA-1 inh: -4

What do the screens show for `COCCNc1nc2c(c(=O)n(Cc3ccc(OC)cc3)c(=O)n2C)n1C`?
GSTO1 counter: -1; PREPL inh: 4; PAFAH1B3 inh: 5; LYPLA1 inh: -2; PAD4 inh: -1; ZTA DNA inh: 0; PAFAH2 FP inh: 10; LYPLA2 counter: 5; EBNA-1 inh: 0

What do the screens show for `CCCOc1ccc(C(=O)NCC(C)(C)N2CCOCC2)cc1`?
GSTO1 counter: 5; PREPL inh: -4; PAFAH1B3 inh: 3; LYPLA1 inh: 2; PAD4 inh: -2; ZTA DNA inh: -6; PAFAH2 FP inh: -6; LYPLA2 counter: 8; EBNA-1 inh: 1

How did COC(=O)c1c(NC(=O)COC(=O)CNC(=O)c2ccco2)sc(C)c1C do in these assays?
GSTO1 counter: 13; PREPL inh: -6; PAFAH1B3 inh: -3; LYPLA1 inh: -3; PAD4 inh: 0; ZTA DNA inh: 6; PAFAH2 FP inh: 2; LYPLA2 counter: -4; EBNA-1 inh: 8

What do the screens show for `N=c1c2c3c(sc2nc2n1CCCCC2)CCCCC3`?
GSTO1 counter: -4; PREPL inh: 3; PAFAH1B3 inh: 6; LYPLA1 inh: 1; PAD4 inh: -5; ZTA DNA inh: 5; PAFAH2 FP inh: 1; LYPLA2 counter: 0; EBNA-1 inh: -20

Assay outcomes deposited in PubChem by The Scripps Research Institute Molecular Screening Center.
